Assay outcomes as filed in PubChem.
TRPC4 potent – positive allosteric modulators of TRPC4, primary screen, cell-based, mouse TRPC4beta, HEK293 mu-opioid, Fluo-4 calcium. DAMGO EC20, Fluo-4 Ca2+ flux; active compounds read high. Short transient receptor potential channel 4 (Mus musculus), Q9QUQ5. 0.42% of 310,000 active. AID 2227, 2009. B-score at 10 µM;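 active = B-score of calcium response area above 5 SD of library B-scores, with initial fluorescence ratio within 5 SD of library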;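 also: B-score of integrated fluorescence ratio over time as area under calcium response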
MrgX1 agonist – agonists of human MrgX1 receptor, primary screen, HEK293 cells, Fluo-4 calcium flux; 0.44% of 310,000 active; Fluo-4 calcium fluorescence, agonist mode; active compounds read high; AID 588627, 2011; B-score at 10 µM; Mas-related G-protein coupled receptor member X1 (Homo sapiens), Q96LB2;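 active = calcium response B-score plate-corrected fluorescence ratio at least 3 library SD, with starting fluorescence B-score inside 5 SD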
Target sequence (Q96LB2 whole entry, looked up): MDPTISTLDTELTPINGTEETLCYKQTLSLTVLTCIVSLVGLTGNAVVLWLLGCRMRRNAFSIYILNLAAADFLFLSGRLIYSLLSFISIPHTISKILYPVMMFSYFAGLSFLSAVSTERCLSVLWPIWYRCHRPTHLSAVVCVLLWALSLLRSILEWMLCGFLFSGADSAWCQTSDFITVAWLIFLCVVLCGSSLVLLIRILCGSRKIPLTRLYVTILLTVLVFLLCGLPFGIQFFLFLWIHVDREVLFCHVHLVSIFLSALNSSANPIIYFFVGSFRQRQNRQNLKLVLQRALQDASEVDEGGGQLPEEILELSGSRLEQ
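Material: HEK293 cells stably expressing human MrgX1 receptor | Quantity: 15,000 cells per well | Times: Cells plated overnight, dye loaded 0.5 h 37 °C, 0.5 h room temperature | Measured by: Kinetic Fluo-4 NW fluorescence of intracellular calcium | Control set: Positive and negative controls per plate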
MrgX1 antag – antagonists of human MrgX1 receptor, primary screen, HEK293 cells, Fluo-4 calcium flux | B-score at 10 µM | BAM8-22 antagonism; active compounds read low | 1.3% of 310,000 active | AID 588676, 2011;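 active = calcium-response B-score plate-corrected more than 3 library SD below zero, starting fluorescence within 5 deviations, no agonist response on first addition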;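 also: peak minus trough fluorescence over baseline after final BAM8-22 challenge near maximal dose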
MrgX1 allo act – positive allosteric modulators of MrgX1, primary screen, HEK293 cells, Fluo-4 calcium flux; Mas-related G-protein coupled receptor member X1 (Homo sapiens), Q96LB2; FDSS; active compounds read high; B-score at 10 µM; 0.63% of 310,000 active; AID 588675, 2011;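 active = plate-corrected calcium response at least 3 library SD above typical, normal starting fluorescence, not activating the receptor alone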;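 also: compound read alongside a low EC10 to EC30 dose of BAM8-22 agonist; peak minus trough fluorescence over baseline measured at the second addition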
TRPC4 block – inhibitors of mouse TRPC4 channel, primary screen, Fluo4 calcium, HEK293 TRPC4beta/mu-opioid cells; Short transient receptor potential channel 4 (Mus musculus), Q9QUQ5; DAMGO-evoked Fluo4 calcium flux; active compounds read low; B-score at 10 µM; 0.39% of 300,000 active; AID 2247, 2010;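 active = B-score over 3 SD under the library average, no early fluorescence shift, positive overall ratio signal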
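Assay system – HEK293 line stably carrying TRPC4beta and mu-opioid receptor · Doses – single dose · Detection – Fluo4 calcium-dye fluorescence, kinetic read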
TRPC6 inhibitor – mouse TRPC6 channel inhibitors, primary screen, cell-based, HEK293, membrane potential dye. Short transient receptor potential channel 6 (Mus musculus), Q61143. ACh-evoked depolarization; active compounds read low. B-score at 10 µM. 1.1% of 310,000 active. AID 2553, 2010;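 active = B-score under library mean minus 3 SD, initial fluorescence not abnormally high, positive integrated signal ratio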;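 also: B-score derived from integrated fluorescence ratio over the kinetic read; more negative B-score means stronger inhibition of depolarization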
ANO1 activ – TMEM16A chloride channel activators or potentiators, primary screen, cell-based, HTS | Anoctamin-1 (Mus musculus), Q8BHY3 | HEK293 TMEM16A/YFP-H148Q/I152L, iodide quench fluorescence; active compounds read low | B-score at 10 µM | 0.3% of 340,000 active;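 active = fluorescence-ratio B-score plate-corrected deviation score at least 3 library SD below zero, with starting fluorescence score within 5 deviations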;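 also: channel opened by trigger with iodide after compound preincubation; score built on the fluorescence ratio of max minus min over baseline; more negative score means more quench and so TMEM16A activation or potentiation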
TRPC4 agonist – activators of mouse TRPC4 channel, primary screen, Fluo4 calcium, HEK293 TRPC4beta/mu-opioid cells; 0.49% of 310,000 active; B-score at 10 µM; Fluo4 calcium fluorescence; active compounds read high;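 active = B-score above 5 SD of library B-scores, and initial fluorescence ratio not above library mean plus 5 SD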;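 also: positive B-score marks a calcium rise read as TRPC4 activation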
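Material: HEK293 stable line with TRPC4beta plus mu-opioid receptor; technique: Fluo4 calcium-sensitive dye fluorescence, kinetic, 1 Hz baseline; timing: Fluo4 dye loading 45 min at room temperature, 110 s recording; controls: assay buffer as low control, maximal DAMGO as high control; read-out: integrated baseline-normalised fluorescence ratio, converted to per-well B score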
ANO1 block – TMEM16A chloride channel inhibitors, primary screen, cell-based, HTS; HEK293 TMEM16A/YFP iodide influx fluorescence, ionomycin; Anoctamin-1 (Mus musculus), Q8BHY3; 1.2% of 310,000 active; normalized B-score (activity score, 25-100; higher = stronger inhibition) at 10 µM;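 active = ratio plate-corrected score three or more library SD toward inhibition, starting fluorescence score within five deviations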;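 also: score derived from kinetic fluorescence span divided by baseline fluorescence per well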
SKKanGAS inh – S. pyogenes SKKanGAS growth inhibitors in kanamycin, primary screen, streptokinase expression inhibitor project, SKKanGAS strain, BacTiter-Glo luminescence; 6 h; inhibition, % at 7.5 µM; 1.3% of 300,000 active;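 active = mean replicate score, as percent of positive control median, at least 50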;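 also: strain carries kanamycin resistance gene driven by streptokinase promoter and grows in 40 µg/ml kanamycin; loss of luminescence reflects streptokinase promoter inhibition or plain growth inhibition; 0% = median of DMSO wells and 100% = positive control at its reference dose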
TRPC6 act – mouse TRPC6 channel activators, primary screen, cell-based, HEK293, membrane potential dye. Short transient receptor potential channel 6 (Mus musculus), Q61143. HEK293-TRPC6 membrane potential dye fluorescence; active compounds read high. B-score at 10 µM. 0.13% of 310,000 active. AID 2550, 2010;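 active = B-score of the integrated fluorescence ratio above library mean plus 3 SD, and starting fluorescence ratio within library mean plus 5 SD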;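 also: higher score means more depolarization so channel activation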
* marks the source's active call; other numbers are inactive results; i = inactive; . = no result given.

Value order: MrgX1 agonist, TRPC4 block, MrgX1 antag, ANO1 activ, TRPC4 potent, TRPC6 act, ANO1 block, SKKanGAS inh, TRPC6 inhibitor, TRPC4 agonist, MrgX1 allo act
> COc1ccc(C(C(=O)OC(C)CN(C)C)c2ccccc2)cc1 (stereo not given)
 : i, i, i, i, i, i, i, 0, i, i, i
> Cc1ccc(N2C(=O)Nc3ccc(Br)cc3C2(O)C(=O)NCCN(C)C)cc1C (stereo not given)
 : i, i, i, i, i, i, i, 0, i, i, i
> CC1(OCON)CCCc2ccccc21 (stereo not given)
 : i, i, i, i, i, i, i, -4, i, i, i
> O=S(=O)(c1cc(C(F)(F)F)ccc1Cl)N1CCN(c2ccccn2)CC1
 : i, i, i, i, i, i, i, 11, i, i, i
> CCNc1cc2oc(=O)c(CN3CCOCC3)c(C)c2cc1C
 : i, ., i, i, ., ., i, ., ., ., i
> COc1ccc(S(=O)(=O)N2CCCCCC2)cc1C(=O)OCC(=O)NC(N)=O
 : i, i, i, i, i, i, i, -1, i, i, i
> CCCOc1ccc(C(=O)Nc2nc(C)c(Cc3ccc4c(c3)OCO4)s2)cc1
 : i, i, i, i, i, i, i, -2, i, i, i
> Cc1cc(-c2ccco2)n(CC(=O)NCc2ccco2)n1
 : i, i, i, i, i, i, i, -4, i, i, i
> O=C(Nc1ccc(S(=O)(=O)NCC2CCCO2)cc1)c1ccc(Cl)cc1[N+](=O)[O-] (stereo not given)
 : i, i, i, i, i, i, i, -9, i, i, i
> Cc1ccc2oc(=O)c3cc(C(=O)NCCCN4CC(C)CC(C)C4)sc3c2c1 (stereo not given)
 : i, i, i, i, i, i, i, 3, i, i, i
> O=C(Nc1cnn(Cc2ccc(F)cc2)c1)c1cc(-c2ccco2)on1
 : i, i, i, i, i, i, i, 7, i, i, i
> CCCn1c(CN2CCN(C(=O)OCC)CC2)nc2cc(NC(=O)CC)ccc21
 : i, i, i, i, i, i, i, 10, i, i, i
> CCS(=O)(=O)N1CCN(C(=O)c2ccco2)CC1
 : i, i, i, i, i, i, i, -1, i, i, i
> CN(C)C(=S)Nn1c(-c2ccccc2)nc2ccccc2c1=O
 : i, i, i, i, i, i, i, 8, i, i, i
> O=C(O)c1cc(S(=O)(=O)N2CCCCCC2)c(Cl)cc1Cl
 : i, i, i, i, i, i, i, -7, i, i, i
> O=C(C[C@H]1C(=O)N(c2ccc(F)c(F)c2)C[C@@H]1Cc1ccccc1)Nc1ccccc1
 : i, i, i, i, i, i, i, 19, i, i, i
> CCc1cc[n+](/C(C(=S)Nc2cccc(C)c2)=C(/[O-])c2ccc(C)c([N+](=O)[O-])c2)cc1
 : i, i, i, i, i, i, i, -1, i, i, i
> Cn1ccnc1SCc1cn2ccccc2n1
 : i, i, i, i, i, i, i, 3, i, i, i
> CCOC(=O)C(C)/C(C)=N/NC(=O)c1cc2ccccc2cc1O (stereo not given)
 : i, i, i, i, i, i, i, 7, i, i, i
> COc1cc(C)c(C(=O)Oc2cc(C)c(C(=O)O)c(O)c2C)c(OC)c1C
 : i, i, i, i, i, i, i, 38, i, i, i

Further structures:
Value order: MrgX1 agonist, TRPC4 block, MrgX1 antag, ANO1 activ, TRPC4 potent, TRPC6 act, ANO1 block, SKKanGAS inh, TRPC6 inhibitor, TRPC4 agonist, MrgX1 allo act
> O=C(Nc1nnc(COc2ccc(Cl)cc2)s1)c1cccs1
 : i, i, i, ., i, i, i, -3, i, i, i
> CC(C)(C)C(=O)Cn1ncc(NC2CC2)c(Br)c1=O
 : i, i, i, i, i, i, i, 1, i, i, i
> CCOC(=O)N1CCC(NC(=O)CS(=O)Cc2nc(-c3ccccc3C)oc2C)CC1 (stereo not given)
 : i, i, i, i, 13*, i, i, 1, i, i, i
> CCc1c(C)nc2c(-c3ccccc3)c[nH]n2c1=O
 : i, i, i, i, i, i, i, 0, i, i, i
> CCCCn1c(Nc2ccc(OC)cc2)nc2ccccc21
 : i, i, i, i, i, i, i, 10, i, i, i
> COc1ccc2[nH]c(C(=O)Nc3ccccc3Cl)cc2c1
 : i, i, i, ., i, i, i, -24, i, i, i
> CCOC(=O)c1c(-c2ccccc2)oc2ccc(OCC(=O)NN)cc12
 : i, i, i, i, i, i, i, 9, i, i, i
> CCC(C(=O)NC(C)(C)C)N(C(=O)Cn1nnc(-c2ccccc2F)n1)c1cnc2ccccc2c1 (stereo not given)
 : i, i, i, i, i, i, i, -11, i, i, i
> CC12COC3(C(=O)Nc4cccnc4)CC1CCC32C (stereo not given)
 : i, i, i, ., i, i, i, -1, i, i, i
> COc1ccc2c(Cl)c(C(=O)N/N=C/c3c(C)[nH]c4ccccc34)sc2c1
 : i, i, i, i, i, i, i, 23, i, i, i
> CCCC(O)(c1ccc(OC)cc1)C(CN1CCOCC1)c1ccc(Cl)cc1 (stereo not given)
 : i, i, i, i, i, i, i, -3, i, i, i
> COc1ccc(C(=O)COc2nc(C)cc(C)c2C#N)cc1
 : i, i, i, i, i, i, i, -2, i, i, i
> Cc1nc(Cl)sc1C(=O)Nc1ccc(Cl)cc1
 : i, i, i, i, i, i, i, 0, i, i, i
> CCOC(=O)N1CCN(C(=O)c2cc3cc(Cl)ccc3[nH]2)CC1
 : i, i, i, i, i, i, i, 2, -6.1*, i, i
> O=C(C(Cl)c1ccccc1)N1CCCC1 (stereo not given)
 : i, i, i, i, i, i, i, -2, i, i, i
> Cc1ccccc1C(=O)Nc1ccccc1C(=O)N1CCC(C)CC1
 : i, i, i, i, i, i, i, -3, i, i, i
> O=C(Cc1ccccc1Cl)N1CCOCC1
 : i, i, i, i, i, i, i, -2, i, i, i
> CC1CC(N(C(=O)c2ccc(Cl)cc2)c2ccccc2)c2ccccc2N1C(=O)c1ccco1 (stereo not given)
 : i, i, i, i, i, i, i, 9, i, i, i
> CCCCCCCNC(=O)C1(CC2CC(c3ccc(Cl)cc3)=NO2)CCN(C(=O)c2ccccc2)CC1 (stereo not given)
 : i, i, i, i, i, i, i, 41, i, i, i
> CCc1ccc(N2CC(C(=O)NC3=NCCS3)CC2=O)cc1 (stereo not given)
 : i, i, i, i, i, i, i, 4, i, i, i

(more compounds)
Value order: MrgX1 agonist, TRPC4 block, MrgX1 antag, ANO1 activ, TRPC4 potent, TRPC6 act, ANO1 block, SKKanGAS inh, TRPC6 inhibitor, TRPC4 agonist, MrgX1 allo act
> CCCCn1cnc2c1c(=O)[nH]c(=O)n2CCCC
 : i, i, i, i, i, i, i, 10, i, i, i
> COc1ccc(S(=O)(=O)N(CC(=O)Nc2ccc3c(c2)OCO3)c2ccccc2OC)cc1
 : i, i, i, i, i, i, i, -1, i, i, i
> Cc1cccc(/C=C2/SC(=O)N(Cc3ccccc3Cl)C2=O)n1
 : i, i, i, i, i, i, i, 16, i, i, i
> COC(=O)c1cccc(NC(=S)Nc2cc(Cl)ccc2OC)c1
 : i, i, i, i, i, i, i, 5, i, i, i
> CCCCNC(=O)CC(NS(=O)(=O)c1ccc(C)cc1)c1ccco1 (stereo not given)
 : i, i, i, i, i, i, i, 6, i, i, i
> Cc1ccc(NC(=O)C2=CCN(S(=O)(=O)c3ccc(F)cc3)CC2)c(C)c1
 : i, i, i, i, i, i, 100*, -2, i, i, i
> CCN(CC)Cc1c(O)ccc2occ(C(=O)c3ccc(OC)cc3)c12
 : i, i, i, i, i, i, i, 5, i, i, i
> O=C(Nc1nncs1)c1ccc(Br)c(S(=O)(=O)N2CCCC2)c1
 : i, i, i, i, i, i, i, 6, i, i, i
> CC(C)CCN1CCC(n2nccc2NC(=O)c2ccc3c(c2)OCO3)CC1
 : i, i, i, i, i, i, i, 3, i, i, i
> COc1cc(/C=N/N2C(=O)C3C4C=CC(CC4)C3C2=O)ccc1O (stereo not given)
 : i, i, i, i, i, i, i, 9, i, i, i
> Cc1ccc(N2C(=N)/C(=C3/Nc4ccccc4S3)C(c3ccccc3)C2=O)cc1 (stereo not given)
 : i, ., i, i, ., ., i, ., ., ., i
> CCN(c1ccccc1)S(=O)(=O)c1ccc(OC)c(NC(=O)CN(C)C)c1
 : i, i, i, i, i, i, i, -13, i, i, i
> COc1cccc(CNC(=O)c2cccc(S(=O)(=O)N3CCN(c4ccc(F)cc4)CC3)c2)c1
 : i, i, i, i, i, i, i, 10, i, i, i
> Cc1ccc(C(C)C)c(OCC(=O)NC2CCN(C)CC2)c1
 : i, i, i, i, i, i, i, -13, i, i, i
> Cc1ccc(S(=O)(=O)c2nc(S(C)(=O)=O)sc2N2CCOCC2)cc1
 : i, i, i, i, i, i, i, 22, i, i, i
> CC(=O)C(Sc1nc(N(C)C)nc(N(C)C)n1)C(=O)Nc1ccccc1 (stereo not given)
 : i, i, i, i, i, i, i, -10, i, i, i
> O=C(Nc1nc2nc(-c3ccccc3)cc(-c3ccccc3)n2n1)c1ccco1
 : i, i, i, i, i, i, i, 20, i, i, i
> O=C(Nc1cccnc1)c1ccc(F)cc1
 : i, i, i, i, i, i, i, 0, i, i, i
> COC(=O)c1cc(NS(=O)(=O)c2ccc(NC(C)=O)cc2)ccc1Cl
 : i, i, i, i, i, i, i, 7, i, i, i
> O=C(NNC(=O)c1csc(N2CCOCC2)n1)c1cccnc1
 : i, i, i, i, i, i, i, -9, i, i, i

Compounds were not picked by outcome; about 6.7% have a hit in one of these screens.
